# Assay outcomes: PubChem, National Center for Advancing Translational Sciences (NCATS)
# BRCA1 expr up – qHTS Assay to Identify Small Molecule Activators of BRCA1 Expression; AID 624202, 2012; MCF7-BRCA1-FFLuc reporter, luminescence, 48 h; response scale: scaled: vehicle 0%, 10 µM genistein 100%; hit rate 1.1% among 380,000; Potency, µM (top dose mostly 46.1 µM), without a hit: at the top dose activation, hits mostly activators; active means well fitted activation curve with a large enough effect; inconclusive means small, poorly fitted or top-dose-only effect; inactive means no such curve, though single readings can be large or run the other way; further: nearly all actives have a fitted effect of over 80% in size; some results filed as inactive show a strong effect at the top dose
#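 Reporter cells (MCF7, BRCA1 promoter-firefly luciferase) received library compounds across a concentration series for 48 h. End-point luminescence was measured and concentration-effect curves derived after normalization.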
# The depositor's hits bear a star; ? = inconclusive. Potency means the concentration at half of the fitted maximal effect. This is a subset; the hit share may differ from the screen's.
SMILES,BRCA1 expr up
Cc1cccnc1C(NC(=O)C1CCN(CCCc2ccccc2)CC1)c1ccc(Cl)cc1 (stereo not given),13%
Cc1cc(C)cc(-n2ccnc(NCc3ccc(F)cc3)c2=O)c1,0%
CN(Cc1ccc2c(c1)CCCN2C)C(=O)[C@H]1O[C@@H](n2cnc3c(N)ncnc32)[C@H](O)[C@@H]1O,10%
O=C(CNC(=O)c1ccccc1)OCC(=O)c1ccccc1,-4%
CCC(=O)Nc1cccc(-c2nc3cc(C)ccc3o2)c1,?
Cn1c2ccccc2c2cnn(CC(=O)Nc3ccccc3F)c(=O)c21,24%
Cc1cn([C@H]2C[C@H](O)[C@@H](/C=C/C(=O)NCc3ccco3)O2)c(=O)[nH]c1=O,10%
N#Cc1cccc(NC(=O)c2cc(C3CCCCN3C(=O)CCCc3ccccc3)on2)c1 (stereo not given),-33%
Cc1ccc(Sc2ccc(N3CCCC(C(=O)Nc4ccc(F)cc4)C3)nn2)cc1 (stereo not given),-25%
C=CCn1c(SCC)nc2ccccc2c1=O,2%
CCOC(=O)[C@]12CCCC=C1N(Cc1ccc3c(c1)OCO3)C(=O)[C@H](CC(=O)N1CCN(C(=O)c3ccco3)CC1)C2,-6%
Cc1ccc(S(=O)(=O)NC(=O)C2(C)CCN2C(=O)CC2CCCC2)nc1 (stereo not given),22%
Cc1ccc2c(c1)c1c(c(=O)n(-c3ccccc3)c(=O)n1CC(=O)c1ccc(F)cc1)n2C,0%
CC1(C(=O)NS(=O)(=O)c2ccc(Cl)cc2)CCN1C(=O)CCC1CCCC1 (stereo not given),-1%
COc1ccc(-c2cnc3c(NC(C)=O)cc(-c4cccc(C(=O)NCCN(C)C)c4)cn23)cc1OC,-2%
CC1(C(=O)NS(=O)(=O)C2CC2)CCCN(C(=O)c2ccccc2)C1 (stereo not given),-4%
COCCNC(=O)c1cc2c(c(-c3cccc(-c4cc5ccccc5o4)c3)n1)[C@@H](CCO)N(S(=O)C(C)(C)C)C2 (stereo not given in full),0%
Cc1ccc(NC(=O)C2(C)CCN2C(=O)C2CCCCC2)cc1C (stereo not given),14%
Cc1ccc(-c2cnc(C(O)c3cccc(Cl)c3)[nH]2)cc1 (stereo not given),65%
COc1ccc(NC(=O)C2CCN(c3ccc(Sc4ccc(C)cc4)nn3)CC2)c(OC)c1,21%
NC(c1cccc(F)c1)c1nc(-c2ccc(Cl)cc2)cs1 (stereo not given),24%
Cc1cccc(Cn2c(-c3cccs3)nc3ccccc32)c1,7%
FC(F)(F)c1ccccc1Cc1c(C2CCCCC2)nc2c3ccccc3ccn12,-40%
COCCNC(=O)C1(C)CCCN(C(=O)c2ccc(C(F)(F)F)cc2)C1 (stereo not given),-6%
Cc1ccc(Cn2c(C(=O)O)c(CNCCc3ccco3)c3ccc(C)cc32)cc1,-15%
NC(=O)c1cccc(-c2cccc3nccn23)c1,0%
CCC(=O)N1CCc2cc(S(=O)(=O)CCC(=O)Nc3cc(Cl)ccc3OC)ccc21,0%
C#CCNC(=O)c1cc2c(Br)ccc(Br)c2nc1N,13%
C=C1C(=O)OC2C1CCC(C)=CCCC1(C)OC21 (stereo not given),-56%
CCCCn1c(O)c2n(c1=O)Cc1ccccc1N=C2c1ccccc1,-28%

# In the list so far, three contain an aryl methoxy group:
SMILES,BRCA1 expr up
COc1ccc(-c2cnc3c(NC(C)=O)cc(-c4cccc(C(=O)NCCN(C)C)c4)cn23)cc1OC,-2%
COc1ccc(NC(=O)C2CCN(c3ccc(Sc4ccc(C)cc4)nn3)CC2)c(OC)c1,21%
CCC(=O)N1CCc2cc(S(=O)(=O)CCC(=O)Nc3cc(Cl)ccc3OC)ccc21,0%

# 3 records drawn at random from the list so far:
SMILES,BRCA1 expr up
NC(=O)c1cccc(-c2cccc3nccn23)c1,0%
C=C1C(=O)OC2C1CCC(C)=CCCC1(C)OC21 (stereo not given),-56%
C#CCNC(=O)c1cc2c(Br)ccc(Br)c2nc1N,13%

# Remaining list, next part:
SMILES,BRCA1 expr up
CN1CCN(C(=O)c2ccc3c(c2)N(Cc2ccc(C(F)(F)F)cc2)C(=O)c2ccccc2S3)CC1,0%
NC(Cc1ccc(Cl)cc1)c1csc(NC(=O)Nc2ccccc2-c2ccccc2)n1 (stereo not given),-2%
CN1CCN(c2cc(-c3cccc(C(=O)O)c3)nc3ccnn23)CC1,0%
O=C(c1cc2c(Cl)nc3ccccc3c2s1)N1CCCCC1,32%
COc1ccc(-c2oc3ncn4nc(-c5ccc(Cl)cc5)nc4c3c2-c2ccc(OC)cc2)cc1,12%
COc1ccc(C(C)(O)c2nc(-c3ccccc3)cs2)cc1 (stereo not given),-47%
COc1ccc(CNC(=O)c2c(O)nc3cc(C)ccn3c2=O)cc1,4%
COc1ccccc1Cc1c(-c2ccccc2)nc2ccc(Cl)cn12,56%
Cc1ccc2c(c1)-c1onc(C(=O)N(C)c3cccc(C(F)(F)F)c3)c1CO2,7%
C[C@H](O)[C@@H]1CN2CCc3c([nH]c4ccccc34)[C@@H]2C[C@@H]1N(C)C(=S)Nc1ccc(C#N)cc1,-25%
COc1cccc(CCNC(=O)c2c(O)nc3cc(C)ccn3c2=O)c1,-7%
CC(O)(c1cccnc1)c1nc(/C=C/c2ccccc2)cs1 (stereo not given),1%
O=C(CSc1nc2c([nH]c3ccccc32)c(=O)n1-c1cccc(Cl)c1)c1ccccc1,-14%
CC(C)C[C@H]1CN(CCCC[C@@H]2CNC(=O)C(=O)N2CC2CCCCC2)C(=O)C(=O)N1CCc1ccccc1,7%
CCCCOc1ccc(S(=O)(=O)NC(=O)C2(C)CCN2C(=O)c2c(C)noc2C)cc1 (stereo not given),5%

# Part of the list above, set out differently:
Structure	BRCA1 expr up
CC(C)C[C@H]1CN(CCCC[C@@H]2CNC(=O)C(=O)N2CC2CCCCC2)C(=O)C(=O)N1CCc1ccccc1	7%
O=C(CSc1nc2c([nH]c3ccccc32)c(=O)n1-c1cccc(Cl)c1)c1ccccc1	-14%
CC(O)(c1cccnc1)c1nc(/C=C/c2ccccc2)cs1 (stereo not given)	1%

# (listing goes on)
SMILES,BRCA1 expr up
CCc1nc2c(OCc3ccc(Cl)cc3Cl)cccn2c1N(C)C(=O)C1CC1,-33%
Cc1ccccc1S(=O)(=O)N1CCN(c2nc(-c3cccs3)nc3ccccc23)CC1,4%
Cc1ccc(C(O)c2ncc(-c3ccccc3Cl)[nH]2)c(C)c1 (stereo not given),8%
Cc1cccc(C(=O)Nc2c(-c3ccc(F)cc3)nc3ccccn23)c1,10%
CCOC(=O)C1CCCN(C(=O)c2ccc(F)c(C)c2)CC1 (stereo not given),11%
COc1cc(CNc2ncnc3c2ncn3[C@H]2CN(Cc3ccc(Cl)cc3)C[C@@H](CO)O2)cc(OC)c1OC,-4%
CCOC(=O)[C@]12CCC=C1N(Cc1cccc3ccccc13)C(=O)[C@H](CC(=O)NCc1ccc(OC)c(OC)c1)C2,-14%
Cc1cccc(CN2CCN(C3CN(Cc4ccc([N+](=O)[O-])cc4)S(=O)(=O)C3)CC2)c1 (stereo not given),0%
CC(=O)Nc1cnc(-c2cccc(C(=O)N(C)C)c2)cn1,69%
COc1ccc(OC)c(NC(=O)C2(C)CCN2C(=O)C(C)(C)c2ccccc2)c1 (stereo not given),7%
CCOc1ccccc1CN(CCc1ccc2c(c1)OCO2)Cc1cccc(OC)c1OC,-44%
CCOC(=O)c1ccc(NC(=O)c2cc3c(n(-c4ccc(C)cc4)c2=O)CC(C)(C)CC3=O)cc1,6%
Cc1ccc(-c2cnc(C(O)c3ccc(C)cc3)[nH]2)cc1 (stereo not given),8%
CC1(C(=O)Nc2nccs2)CCN1C(=O)C1(c2ccccc2)CC1 (stereo not given),7%
CCOC(=O)c1nnc2c(-c3ccc(OC)cc3)c(C)nn2c1N,7%

# Next section; it opens with the 2 that closed the last part.
SMILES,BRCA1 expr up
CC1(C(=O)Nc2nccs2)CCN1C(=O)C1(c2ccccc2)CC1 (stereo not given),7%
CCOC(=O)c1nnc2c(-c3ccc(OC)cc3)c(C)nn2c1N,7%
CCOC(=O)COc1ccc(C)cc1C(=O)c1ccn2nc(-c3ccc(Cl)cc3)cc2n1,3%
COC(=O)c1ccc2nc(-c3ccccc3)c(Cc3ccsc3)n2c1,1%
O=C(Nc1cccc2ccccc12)c1csc([C@@H]2O[C@H](CO)[C@@H](O)[C@H]2O)n1,4%
CC(=O)c1cccc(-c2ccc3c(c2)C(C)(Cc2ccccc2F)C(=O)N3)c1 (stereo not given),-37%
CCOC(=O)c1cc(OC(=O)c2ccc(Cl)cc2)n(-c2ccccc2)n1,10%
CC1=C(C(=O)N(C(C)C)C(C)C)CC(CC(=O)NCc2cccc3ccccc23)C(=O)N1CCC1=CCCCC1 (stereo not given),-49%
Cc1ccc(CNC(=O)c2ccc(CSCc3cccc(C)c3)o2)cc1,14%
Cc1cc(C)c(NC(=O)Cn2c(=O)n(CCCCC(=O)NCc3ccccc3Cl)c(=O)c3ccccc32)c(C)c1,4%
CN(C)C(=O)c1cccc(-c2cnc3c(NC=O)cc(-c4ccccc4F)cn23)c1,-59%
COc1cc(F)ccc1-c1csc(C(C)(O)c2ccc(F)c(F)c2)n1 (stereo not given),-28%
O=c1oc2ccc3ccccc3c2cc1-c1nc2c(s1)CCc1ccccc1-2,0%
Cn1nnnc1SCCNCc1ccc(OCc2ccccc2)cc1,13%
O=C(NC1CCCCC1)c1ccc(-c2cn[nH]c2)c2ccoc12,87%
COc1ccc(S(=O)(=O)N2CCCCC2c2cc(C(=O)Nc3ccc(OC)cc3C)no2)cc1 (stereo not given),0%
Cc1ccc(S(=O)(=O)Nc2ccccc2NS(=O)(=O)c2ccc(C)cc2)cc1,3%
Cc1ccc(F)c(S(=O)(=O)NC(=O)C2(C)CCN2C(=O)Cc2ccccc2Cl)c1 (stereo not given),0%
N#Cc1nc(COc2ccc(-c3ccccc3)cc2)oc1N1CCC(C(N)=O)CC1,26%
CC(=O)c1ccc(NC(=O)CCc2nc(-c3ccc(C)cc3)no2)cc1,0%
O=S1(=O)CC(N2CCCC2)CN1Cc1cn(Cc2cccc(C(F)(F)F)c2)nn1 (stereo not given),19%
O=C(Nc1nnc(Cc2ccc(Cl)cc2)s1)C1CCN(C(=O)c2ccco2)CC1,-2%
Cc1cc(C)cc(-n2c(SCC(=O)N3CCCCCC3)nc3c([nH]c4ccccc43)c2=O)c1,0%
NC(CSCc1ccccc1)C(=O)Nc1ccc([N+](=O)[O-])cc1 (stereo not given),-18%
C[C@H](c1ccccc1)N1C[C@H](COCc2ccccc2)Oc2cc(N3CCC[C@H]3CO)ccc2S1(=O)=O,-22%
Cc1ccc(C)c(NC(=O)CSc2nc3c([nH]c4ccccc43)c(=O)n2-c2ccc(F)cc2)c1,22%
O=S1(=O)CC(N2CCC(Cc3ccccc3)CC2)CN1Cc1ccccc1 (stereo not given),1%
COc1cccc(CNC(=O)C(NS(=O)(=O)c2ccc3nc(C)sc3c2)C(C)C)c1 (stereo not given),12%
Cc1cc(F)ccc1-c1cc(C(=O)NCc2cccc(C(F)(F)F)c2)[nH]n1,-1%
CCc1nc2c(OCCn3cccc3)cccn2c1N(C=O)Cc1ccc(OC)cc1,20%
CCc1ccccc1N(C)C(=O)c1cc2c(=O)oc3ccccc3c2s1,6%
Clc1ccccc1Nc1nc(NCC2CC2)nc2ccsc12,-11%
CCc1nc2c(OCC(=O)C(C)(C)C)cccn2c1N(C)C(=O)c1ccco1,19%
CCOC(=O)c1ccc(N2C(=O)c3[nH]nc(-c4ccc(OC)cc4)c3C2c2ccccc2Cl)cc1 (stereo not given),12%
Cc1cc(C)c(NC(=O)CN2C(=O)C3(SCC(=O)N3c3ccc(F)cc3)c3ccccc32)c(C)c1 (stereo not given),-21%
O=C(Nc1c(-c2ccccc2)[nH][nH]c1=O)c1ccco1,8%
CCOC(=O)c1noc2nc(C)n(CC(=O)Nc3ccc(OC)c(Cl)c3)c(=O)c12,3%
O=C1[C@H]2[C@@H]3CCN1CCC[C@@H]2C=C[C@@H]3c1ccc(Br)cc1,-26%
Cc1ccc(Cn2c(C(=O)Nc3cccc(Cl)c3)cc3sccc32)cc1,-14%
CC(=O)c1cccc(-c2ccnc3c2CC(C(=O)NCCc2ccccc2)O3)c1 (stereo not given),-40%
Cc1cc(C)cc(Nc2cc(C(=O)NC3CCC(C)CC3)c3ccccc3n2)c1 (stereo not given),2%
Cc1ccc(Cc2c(-c3cccc(Cl)c3)nc3ccc(Br)cn23)cc1,?
CC1(Cc2cc(Cl)ccc2C(F)(F)F)C(=O)Nc2cc(-c3ccccc3Cl)ccc21 (stereo not given),-4%
Cc1ccc2cccc(NC(=O)c3cccc4c(Br)cccc34)c2n1,7%
COc1ccccc1N1CCN(C(=O)c2cc3c(=O)oc4ccc(C)cc4c3s2)CC1,17%
COc1ccc2c(c1)c(=O)c(C(=O)c1ccccc1)cn2CC(=O)Nc1ccc2c(c1)OCO2,12%
COc1ccccc1Cc1c(C2CCCCC2)nc2ccc(Cl)cn12,-38%
CCC(=O)N1CCC1(C)C(=O)NS(=O)(=O)c1cccc(C#N)c1 (stereo not given),20%
COc1ccc(-c2ccc(C(=O)Nc3cc(OC)c(OC)c(OC)c3)c3occc23)c(C)c1,-56%
